D1 potentiator – Potentiators of Human D1 Dopamine Receptor: qHTS; D(1A) dopamine receptor (Homo sapiens), P21728; 360,000 compounds, 0.036% hits; potentiation, % at 10 µM; HEK293 TREx D1 cells, calcium flux, dopamine EC20 potentiation; in the data active = potentiation above about 30%; note: 0% is about no effect
Target sequence (P21728 whole entry, looked up): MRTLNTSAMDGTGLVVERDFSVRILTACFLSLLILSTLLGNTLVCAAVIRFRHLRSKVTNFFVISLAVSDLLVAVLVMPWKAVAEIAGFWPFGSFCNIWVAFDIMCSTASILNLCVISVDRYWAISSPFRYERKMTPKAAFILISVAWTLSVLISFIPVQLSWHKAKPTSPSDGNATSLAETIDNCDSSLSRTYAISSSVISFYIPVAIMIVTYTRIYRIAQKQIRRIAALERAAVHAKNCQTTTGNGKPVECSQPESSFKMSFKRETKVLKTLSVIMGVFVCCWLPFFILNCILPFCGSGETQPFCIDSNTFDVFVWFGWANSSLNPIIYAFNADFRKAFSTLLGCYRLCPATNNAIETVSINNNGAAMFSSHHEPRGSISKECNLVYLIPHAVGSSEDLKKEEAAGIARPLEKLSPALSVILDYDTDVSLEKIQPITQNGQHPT
RXFP1 antagonist – qHTS Assay for Antagonists of the Relaxin Receptor RXFP1; AID 1259400, 2018; activity change, negative = inhibition, % at 57.5 µM; Relaxin receptor 1 (Homo sapiens), Q9HBX9; 350,000 compounds, 0.59% hits; HEK293-RXFP1, relaxin-stimulated cAMP HTRF, 30 min; active compounds read low;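 active = activity change of -60% or lower, but not beyond a set lower limit; inconclusive = change between -60% and -40%, or beyond the set limit; inactive = change above -40%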; note: % is set by controls: 0 for no effect and ±100 for the full control effect
TRHR ag – qHTS for Small Molecule Agonists and Allosteric Enhancers of Human TRH Receptor: Primary Screen for Agonists. Thyrotropin-releasing hormone receptor (Homo sapiens), P34981. activation, % at 2 µM. 360,000 compounds, 0.18% hits. AID 493084, 2011. TRHR cells, calcium flux fluo-8, FDSS agonist mode; note: 0% is about no effect
Target sequence (P34981 whole entry, looked up): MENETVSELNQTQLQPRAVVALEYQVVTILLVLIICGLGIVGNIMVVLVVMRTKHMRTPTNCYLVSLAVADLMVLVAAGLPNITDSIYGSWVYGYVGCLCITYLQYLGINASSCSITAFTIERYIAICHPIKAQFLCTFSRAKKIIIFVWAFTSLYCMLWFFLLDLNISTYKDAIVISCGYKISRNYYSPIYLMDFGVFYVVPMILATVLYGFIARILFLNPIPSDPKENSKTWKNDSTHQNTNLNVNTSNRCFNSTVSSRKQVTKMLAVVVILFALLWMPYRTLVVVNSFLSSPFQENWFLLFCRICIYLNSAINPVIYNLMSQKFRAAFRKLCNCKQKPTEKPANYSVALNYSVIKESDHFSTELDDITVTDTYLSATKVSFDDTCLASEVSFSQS
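Fluo-8-loaded TRHR cells; 10 s baseline, compound added, kinetic Ca2+ fluorescence read 1/s, agonist mode.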
D2 PAM – HTS Assay for Positive Allosteric Modulators of the Human D2 Dopamine Receptor: Primary Screen for Potentiators; D(2) dopamine receptor (Homo sapiens), P14416; HEK293 T-REx D2, calcium flux, EC20 dopamine potentiation; potentiation, % at 10 µM; 340,000 compounds, 0.34% hits;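 active = potentiation over 3 SD above the plate norm, cut at about 30% in these data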; note: 0% is about no effect
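Tetracycline-induced HEK293 T-REx cells force-coupled to calcium signalling expressed D2; compounds were pin-added after a 10 s baseline, read kinetically 180 s, then an EC20 dopamine challenge followed with a further 180 s calcium read.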
D2 antag – HTS Assay for Allosteric Antagonists of the Human D2 Dopamine Receptor: Primary Screen for Antagonists; inhibition, % at 10 µM; HEK293 TREx D2 cells, calcium flux, dopamine EC80; 340,000 compounds, 2% hits; D(2) dopamine receptor (Homo sapiens), P14416; in the data active = inhibition above about 30%; note: 0% is about no effect
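Tetracycline-induced HEK293 TREx cells expressing D2 receptor forced-coupled to calcium signalling, loaded with no-wash calcium dye. Compounds added and calcium flux read 180 s, then dopamine added at EC80 and read a further 180 s.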
D2 ag – HTS Assay for Allosteric Agonists of the Human D2 Dopamine Receptor: Primary Screen for Agonists. AID 485358, 2010. HEK293 T-REx D2 cells, calcium flux agonist mode. D(2) dopamine receptor (Homo sapiens), P14416. activation, % at 2 µM. 340,000 compounds, 0.53% hits;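 active = activation over 3 SD above normal in the single-dose calcium agonist read, cut at about 30% in these data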; note: 0% is about no effect
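Calcium-flux readout, 1 cycle/sec over 180 s following compound pin transfer, in inducible HEK293 Trex D2 cells (force-coupled); dopamine controls included. Positive calcium responses during this window marked compounds as potential agonists.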
TRHR PAM – qHTS for Small Molecule Agonists and Allosteric Enhancers of Human TRH Receptor: Primary Screen for Enhancers | Thyrotropin-releasing hormone receptor (Homo sapiens), P34981 | TRHR cells, fluo-8 calcium fluorescence, EC20 TRH enhancement | enhancement, % at 2 µM | 360,000 compounds, 0.66% hits; in the data active = enhancement above about 30%; note: 0% is about no effect
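Enhancer read-out: after compound pinning and an initial kinetic agonist-mode read, an EC20 of TRH (10 nM final) was injected and fluo-8 calcium signal (Ex 480/Em 530) followed at 1 s/cycle for 100 cycles in TRHR-expressing cells.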
D1 antag – Antagonist of Human D 1 Dopamine Receptor: qHTS. 360,000 compounds, 3.2% hits. activity change, negative = inhibition, % at 10 µM. HEK293 TREx D1 cells, calcium flux, dopamine EC80; active compounds read low. D(1A) dopamine receptor (Homo sapiens), P21728; in the data active = activity change below about -30%; note: % is set by controls: 0 for no effect and ±100 for the full control effect
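After overnight tetracycline induction at 30 C, force-coupled D1 HEK293 cells took up a no-wash calcium dye at room temperature. Compounds were added and monitored 180 s, and the response to EC80 dopamine was then recorded.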
D1 ag – Allosteric Agonists of the Human D1 Dopamine Receptor: qHTS. AID 504660, 2011. 360,000 compounds, 1% hits. HEK293 T-REx D1 cells, calcium flux, agonist mode. activation, % at 2 µM; note: 0% is about no effect
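Tetracycline-induced HEK293 TREx D1 cells, force-coupled to calcium signalling, were dye-loaded with a no-wash calcium kit. Compound was pin-added after a 10 s baseline. Fluorescence was read kinetically at 1 cycle/s for 180 s, with calcium rises flagged as agonism.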
Numbers without * were called inactive; ? = inconclusive; . = no result given. Cut-off read from the data, not from the text of the source, unless noted: active = activation above about 30%; inactive = the rest.

#	SMILES	D1 potentiator	RXFP1 antagonist	TRHR ag	D2 PAM	D2 antag	D2 ag	TRHR PAM	D1 antag	D1 ag
1	Fc1ccccc1N1CCN(CC2CCCCC2)CC1	-16	-3	0.2	-18	89*	15	-2	-13	4
2	COc1cc(CN(C(=S)NCC(=O)N2CCCC2)C2CCCC2)cc(OC)c1OC	-1	-3	-1.4	12	8	-1.4	-1	-2	3
3	CC(C)OCCCNC(=O)[C@H]1N2C(=O)c3ccccc3C2SC1(C)C (stereo partly drawn)	10	0	-0.3	4	18	5.6	0	-1	5
4	O=C(Nc1ccccc1N1CCOCC1)c1ccc(S(=O)(=O)NCc2ccco2)cc1	3	-7	-0.1	-5	-13	0.7	-10	9	0
5	O=C(NNC(=O)c1cccs1)c1ccc(Br)cc1	-10	-10	0.2	.	-23	-3.3	-7	-10	1
6	Cc1ccc(Nc2nc(N)c3ccccc3n2)cc1C	-5	3	-1.7	-4	5	-2.4	-14	-8	2
7	COc1cc2ccccc2cc1C(=O)N1CCN(c2ccccn2)CC1	-2	7	-0.2	-6	-3	4.3	8	5	0
8	O=C(Nc1cccc(-c2ccc(N3CCOCC3)nn2)c1)c1ccccc1Cl	-5	-1	-0.3	0	-7	-0.6	0	5	2
9	C/C(CC(=O)Nc1cccc2c1CCCC2)=N\NC(=O)c1cccc2ccccc12	-2	-29	1.3	2	10	-0.1	3	7	3
10	CCNC(=S)N(CCCO)Cc1cc2cc3c(cc2[nH]c1=O)OCCO3	0	7	0.3	-2	-12	-0.2	3	14	7
11	O=C(CN1CCN(Cc2ccccc2)CC1)N1N=CCC1c1ccccc1 (stereo not drawn)	0	11	-4.5	0	27	-1.3	-1	4	4
12	COc1ccc(CN(C)CC(=O)Nc2ccc(N3CCOCC3)cc2)cc1OC	-3	13	0.4	-4	2	-0.2	24	0	0
13	CCCN(CCC)CCCNC(=O)CC1Nc2ccccc2NC1=O (stereo not drawn)	0	6	0.4	-7	24	51*	7	-15	5
14	CCN1C(=S)SC(=O)C1=C1C=C(C)N(CCOC)C(C)=C1	5	.	14	0	9	17	-4	10	45*
15	CCOc1ccccc1NC(=O)CN(c1ccc(C)cc1)S(=O)(=O)c1c(C)n[nH]c1C	-8	-25	-0.1	-4	12	1.5	3	-5	6
16	O=C(Cc1ccccc1)N1CCc2[nH]nc(-c3ccccc3)c2C1	1	-14	0.7	4	-2	-2.4	-6	13	4
17	Cn1c(=O)c2c(nc(Br)n2CCSc2nnnn2-c2ccccc2)n(C)c1=O	-6	-3	-0.7	-2	16	-0.5	5	3	2
18	CN(C(=S)NC(=O)c1ccccc1)c1c(N)n(Cc2ccccc2)c(=O)[nH]c1=O	-3	-8	0.3	7	-16	-0.4	-1	7	1
19	COc1ccc(C2/C(=C(\O)c3cccc(OC)c3)C(=O)C(=O)N2c2ccccn2)cc1 (stereo not drawn)	0	3	-0.2	15	23	-0.7	9	3	1
20	CC1CCCN(S(=O)(=O)c2ccc(Cl)s2)C1 (stereo not drawn)	3	-5	-0.7	-8	-16	-0.3	3	0	0

Overlap with the part before: 2 entries; new compounds follow.
#	SMILES	D1 potentiator	RXFP1 antagonist	TRHR ag	D2 PAM	D2 antag	D2 ag	TRHR PAM	D1 antag	D1 ag
19	COc1ccc(C2/C(=C(\O)c3cccc(OC)c3)C(=O)C(=O)N2c2ccccn2)cc1 (stereo not drawn)	0	3	-0.2	15	23	-0.7	9	3	1
20	CC1CCCN(S(=O)(=O)c2ccc(Cl)s2)C1 (stereo not drawn)	3	-5	-0.7	-8	-16	-0.3	3	0	0
21	CCOC(=O)C1CCN(C(=O)c2nn(-c3ccc(OC)c(Cl)c3)c(=O)c3c2c2ccccc2n3C)CC1	8	-22	0.6	4	.	1.2	-8	4	4
22	O=C(COc1ccc(S(=O)(=O)NC2CCCCC2)cc1)NCCC1=CCCCC1	6	8	-0.1	-8	4	2.6	0	15	-2
23	COc1cccc(CN2CCNC(=O)C2CC(=O)N(C)CCC2CCOCC2)c1 (stereo not drawn)	1	-1	0.6	4	-16	-0.4	2	8	1
24	CCC(C)C(N)C(=O)NC(CCC(=O)OCc1ccccc1)C(N)=O (stereo not drawn)	-2	-3	0.2	-5	18	-1.3	-3	-4	0
25	CCOC(=O)c1c(C)[nH]c(C)c1S(=O)(=O)N1CCC(C(=O)N2CCN(c3ccc(Cl)cc3)CC2)CC1	4	-20	-0.2	-5	.	-0.1	1	-6	0
26	COC(=O)C1CSC(C(=O)OC)N1C(=O)CN1CCN(c2ccc(OC)cc2)CC1 (stereo not drawn)	1	-4	0.1	1	-7	0.6	2	-7	1
27	Cc1cc(C(=O)N2CCN(C(c3ccccc3)c3ccccc3)CC2)on1	.	.	-0.6	0	2	-0.7	-1	2	4
28	O=C(CCN1CCCC1=O)NC1CCCc2c1cnn2-c1ccccc1F (stereo not drawn)	2	10	0.0	0	-3	0.7	0	-6	2
29	COC(=O)c1cnc(SCC(=O)c2ccccc2)n1C	-2	-4	0.9	10	21	0.1	-3	-10	2
30	CN(CC(=O)Nc1ccc(Cl)c(C(F)(F)F)c1)C(=O)CCN1C(=O)C2CC=CCC2C1=O (stereo not drawn)	-4	-4	0.4	-3	-4	-0.4	-4	1	5

5 compounds out of the list above, sorted by the value under D1 potentiator, highest first.
| nr | canonical_smiles | D1 potentiator |
| --- | --- | --- |
| 21 | CCOC(=O)C1CCN(C(=O)c2nn(-c3ccc(OC)c(Cl)c3)c(=O)c3c2c2ccccc2n3C)CC1 | 8 |
| 28 | O=C(CCN1CCCC1=O)NC1CCCc2c1cnn2-c1ccccc1F (stereo not drawn) | 2 |
| 23 | COc1cccc(CN2CCNC(=O)C2CC(=O)N(C)CCC2CCOCC2)c1 (stereo not drawn) | 1 |
| 24 | CCC(C)C(N)C(=O)NC(CCC(=O)OCc1ccccc1)C(N)=O (stereo not drawn) | -2 |
| 30 | CN(CC(=O)Nc1ccc(Cl)c(C(F)(F)F)c1)C(=O)CCN1C(=O)C2CC=CCC2C1=O (stereo not drawn) | -4 |

Next section
#	SMILES	D1 potentiator	RXFP1 antagonist	TRHR ag	D2 PAM	D2 antag	D2 ag	TRHR PAM	D1 antag	D1 ag
31	CCOc1cc(C(=O)N(C)Cc2cc3ccccc3[nH]c2=O)cc(OCC)c1OCC	-8	2	0.2	-5	.	.	-3	-16	1
32	Clc1nnc(N2CCCCC2)c2ccccc12	0	5	0.1	.	.	.	-5	-6	2
33	Cc1noc(C)c1S(=O)(=O)N1CCN(S(=O)(=O)c2ccccc2C#N)CC1	-2	-6	0.6	-3	-32	0.5	-12	-6	2
34	C=CCN1C=C2C(=O)C(C)(OC(=O)CC)C(=O)C=C2C=C1CCCC (stereo not drawn)	-5	.	0.0	-8	-14	0.4	-1	-6	1
35	CC(=O)N1CCN(CC(=O)c2ccc(Br)cc2)CC1	-6	-10	0.0	1	8	-0.5	0	2	3
36	COc1ccc(CNC(=O)COCc2cc(-c3cccs3)on2)cc1OC	-3	-5	-0.2	0	.	.	5	-9	11
37	O=C(CN1c2ccccc2Sc2ccccc21)NNC(=O)Nc1ccc(Cl)cc1	-11	-9	0.1	3	-2	0.0	37*	-36*	0
38	COc1ccc(O[C@H]2C=C[C@@H](c3ccccc3)O[C@@H]2COC(=O)CC/C(C)=N/O[C@@H](C)c2cn([C@H](CO)Cc3ccccc3)nn2)cc1	2	.	2.0	-2	-13	1.0	0	-19	14
39	CCOc1ccc(N(CC(=O)NC2CCCCC2)C(=O)CCC(=O)Nc2nccs2)cc1	-7	1	0.0	9	-5	-0.5	-3	-11	1
40	Cc1ccc(C2CCN(C(=S)NC3CCCCC3)C2)cc1 (stereo not drawn)	1	?	-0.2	-5	5	-0.1	-5	-16	3
41	COc1cccc(C(=O)Nc2ccc(C(=O)c3ccccc3)cc2)c1	5	-14	0.6	.	.	.	-5	-14	11
42	CNC(=O)C1CCC(Cn2c(=O)c3sccc3n(CC(=O)NCc3cccc(OC)c3)c2=O)CC1 (stereo not drawn)	-1	0	0.3	-10	.	0.3	-2	-6	2
43	CC(C)CC(=O)Nc1cccc(C(=O)Nc2ccccc2C(=O)O)c1	-2	-17	-0.4	0	3	1.4	-2	11	3
44	COc1cc(/C=C(\C#N)C(=O)Nc2ccc3ccccc3c2)c([N+](=O)[O-])cc1OC	-7	-18	0.4	10	-3	1.2	-3	-10	1
45	Cc1c(NC(=O)c2cc3c(=O)n4ccccc4nc3s2)c(=O)n(-c2ccccc2)n1C	-2	0	0.1	-5	-10	0.5	-5	-1	2
46	CSc1cccc(NC(=O)C2CCCN2S(=O)(=O)c2ccc(Br)s2)c1 (stereo not drawn)	-1	-7	-0.4	10	-6	0.5	7	0	21
47	CC(NC(=O)c1ccc(OC2CCN(C(=O)c3cccnc3)CC2)cc1)C1CC1 (stereo not drawn)	0	8	0.2	1	10	-0.1	-9	-2	1
48	O=C(CN1CCN(c2ccc(F)cc2)CC1)NCc1ccc(Cl)cc1	-5	10	-0.8	0	-1	0.3	-5	-19	1
49	Cc1ccc(-n2cc(CN3CCC(O)(c4ccccn4)CC3)c(-c3ccc(F)cc3)n2)cc1	-3	-36	2.2	-18	-24	-0.1	0	9	15

Screens deposited in PubChem BioAssay by National Center for Advancing Translational Sciences (NCATS).
